H9c2 TAG inh: reduces triacylglycerol accumulation in H9c2 cells; Nile Red lipid (TAG) fluorescence; cells loaded with 200 µM oleic acid; inhibition, % at 12.5 µM; 230,000 compounds, 0.66% hits;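 active means pattern-corrected inhibition of lipid staining of at least 50% with the nuclear-stain viability signal not falling by more than 50%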;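 further: 0% = DMSO wells and 100% = triacsin C control wells; some results filed as inactive read as strong as hits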
H9c2 TAG inh DAPI viability: also measured in H9c2 TAG inh; calls as there; DAPI nuclei signal change (viability), lower = more cytotoxic, %;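 whole-well DAPI fluorescence read on a plate reader as a viability signal; minus 50 percent equals half of cells still viable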
Numbers without * were called inactive; & = joins results of further samples. An excerpt (hit frequency here may not be typical).

Structure | H9c2 TAG inh | H9c2 TAG inh DAPI viability
COc1ccc(N(Cc2ccccc2)S(=O)(=O)c2cccc(C(=O)Nc3ncccc3C)c2)cc1 | -12 | -6
CCc1ccc(N=C2NC(=O)/C(=C/c3cc(Br)c(OCC(=O)O)c(OC)c3)S2)cc1 | 5 | 2
COc1ccc(CNc2c(C(=O)O)cnc3c2cnn3C)cc1 | -7 | -2
COCCCNC(=O)Cn1cc(C(=O)c2cccs2)c2ccccc21 | 6 | -7
COCC(=O)OC1CCn2c1nc1c2C(=O)C(C)=C(NC(C)=O)C1=O (configuration not stated) | 99 | -57
O=C(NC1CCCC1)C(c1ccc(N2CCOCC2)cc1)N(C(=O)c1ccco1)c1ccccc1F (configuration not stated) | 1 | -8
NC(=O)c1cccc2c1C(=O)N(C1CCCCC1)C2 | 7 | 0
CC(C)NC(=O)c1ccc2sc([C@H]3C[C@H](O)[C@@H](CO)O3)nc2c1 | -3 | 3
CNC(=O)CCc1[nH]c2ccccc2c1Sc1ccccc1 | -3 | 2
Fc1ccc(C2c3[nH]c4ccccc4c3CCN2CCCn2cccn2)cc1 (configuration not stated) | -3 | 19
Cc1ccc(CNC(=O)COc2cccc3c2OC(C)(C)C3)cc1 | -11 | 1
O=c1oc2ccccc2c(NCc2ccc(Cl)cc2)c1[N+](=O)[O-] | -1 | 9
COc1cc2oc(=O)cc(-c3ccc(-c4ccc(N(C)C)cc4)cc3)c2c(OC)c1OC | 7 | 22
CN(Cc1ncc[nH]1)C(=O)c1cc(COc2c(F)cccc2F)on1 | 4 | 4
CC(=O)Nc1nc(C)c(-c2csc(Nc3ccccn3)n2)s1 | 10&12 | -6&6
COc1ccc(NC(C)=O)cc1NC(C)C(=O)Nc1cccc(S(=O)(=O)N2CCOCC2)c1 (configuration not stated) | 2 | 3
N=c1c2ccccc2nnn1-c1ccc(C(F)(F)F)cc1 | 1 | -9
COc1ccc2cc(C3=CCCCC3)ncc2c1 | -8 | 17
CC(C)OC(=O)C[N+](C)(C)CCN1C(=O)C2C(c3ccccc3)C=CC(c3ccccc3)C2C1=O (configuration not stated) | -1 | 6
C#CC1(N2CCCCC2)CCCCC1 | 3 | 6
CCN(CC)c1ccc(C(=S)NC2CCCCC2)cc1 | -3 | 4
CC(=O)c1ccc(Oc2cc(C)nc(NCc3ccccc3)n2)cc1 | -37 | -6
C=CCn1c(C)csc1=Nc1ccc(C(C)=O)cc1 | 2 | 15
CCOC(=O)CNc1c(N2CCN(c3ccccn3)CC2)c(=O)c1=O | 3 | -1
Cc1sc2nc(SCC(=O)O)[nH]c(=O)c2c1C | 2 | -3
CCCc1cc(=O)[nH]c(SCCN2C(=O)c3ccccc3C2=O)n1 | -2 | -6
Cc1csc(NC(=O)C2CCCCC2)n1 | -4 | 5
CC(Oc1ccc(Br)cc1)C(=O)NCCCN1CCCC1=O (configuration not stated) | 10 | -2
CCCC[C@@H]1CNC(=O)C(=O)N1CCc1cc(C(F)(F)F)cc(C(F)(F)F)c1 | -1 | -4
COc1ccc(S(=O)(=O)Nc2c(C)nc3nc[nH]n3c2=O)cc1 | 1 | 5
Oc1c(Br)cc(Br)cc1C=Nc1ccc2[nH]ncc2c1 | 2 | 7
CCCOc1ccc(N2C(=O)CC(NCCNc3ccc([N+](=O)[O-])cn3)C2=O)cc1 (configuration not stated) | -3 | -7
C=CCOc1ccc(/C=N/NC(C)=O)cc1OCC | -1 | -2
CC(C)Cn1c2c(c(O)c(C(=O)Nc3ncccc3O)c1=O)CCCC2 | 3 | -7
C[C@@H]1CN([C@H](C)CO)C(=O)c2cc(Br)cnc2O[C@H]1CN(C)Cc1cccnc1 | 1 | -3
O=S(=O)(O)c1cc2onnc2c2ccccc12 | 6 | 0
O=C(OCc1cccc(C(F)(F)F)c1)c1cc([N+](=O)[O-])ccc1N1CCOCC1 | -5 | -8
COc1ccc(-c2cn[nH]c2N)cc1 | 2 | -1
O=C(NCc1ccccc1)C1=C[C@@H](c2ccccc2)C[C@@H](OCc2ccc(CO)cc2)O1 | 9 | -6
COC(=O)c1ccc(/C=N/OCC(=O)Nc2cc(F)ccc2F)cc1 | 7 | -2
CCC(Cc1ccccc1)NC(=O)/C=C/c1ccco1 (configuration not stated) | 8 | -9
Cc1cc(NC(=O)C(C)SCC(=O)OCc2ccc([N+](=O)[O-])cc2)no1 (configuration not stated) | 1 | -2
CCOCCCNC(=O)Cn1cc2c(n1)CCCCC2 | 9 | -2
CCOc1cc(C(=O)OCc2cccc(OC)c2OC)ccc1OCC(=O)N1CCOCC1 | -7 | -17
CCOc1c2ccc(C(=O)NC3CCCc4ccccc43)cc2nn1CC (configuration not stated) | 13 | 19
CCN1CCN(Cc2ccc(NC(=O)c3ccc(C)c(NC(=O)c4ccc5n[nH]nc5c4)c3)cc2C(F)(F)F)CC1 | 21 | 8
Cc1ccc(SCC(=O)Nc2nnc(-c3ccco3)o2)cc1 | 11 | 7
C=CCN(CC=C)S(=O)(=O)c1ccc(NC(=S)NC(=O)C2CC2)cc1 | -4 | -3
CN(C)c1ccc(/C=N\NC(=O)CC#N)cc1 | 7 | 0
C(=N\c1ncnc2sccc12)/NOCc1ccccc1 | -32 | 7

New compounds follow.
Structure | H9c2 TAG inh | H9c2 TAG inh DAPI viability
CCCc1ccc(C(=O)CCC(=O)NNC(=O)c2ccncc2)cc1 | 18 | 4
CC(=O)Nc1cnc(-c2ccccc2O)cn1 | 7 | 9
CC(C(N)=O)N1c2cccc3cccc(c23)S1(=O)=O (configuration not stated) | 3 | 0
CCOc1ccccc1C(=O)Nc1cccc(-c2ccc(N3CCOCC3)nn2)c1 | -10 | 17
O=C(COc1ccccc1)N1CCN(C(=O)c2cccs2)CC1 | -8 | -10
CCCNC(=O)c1ccc(N2CCC3(CC2)CC(c2cccc(Br)c2)=NO3)c(NC(=O)c2cccc(OC)c2)c1 | -2 | 119
CC1=NOC(=O)/C1=C\c1ccc(-c2cccc(Cl)c2)o1 | 7 | -8
CC(=O)Nc1ccc(N2C(=O)c3ccc(S(=O)(=O)c4ccc(C(=O)O)cc4)cc3C2=O)cc1 | -10 | -4
CCN1CCN(CC(=O)Nc2cccc(C)c2)C(=O)C1=O | -3 | -12
Nn1c(=O)c2ccccc2n2c(SCc3ccc(C(F)(F)F)cc3)nnc12 | 13 | 2
CCN(CC)CCn1c(SCC(=O)NCCC2=CCCCC2)nc2c(sc3ccccc32)c1=O | 9 | 0
COc1ccc([C@H]2CN(c3ccccc3)C(=O)[C@@H]2CC(=O)Nc2ccccc2)cc1 | -3 | 2
Cc1cc(C)cc(OCC(=O)OCC(=O)c2cc(C)n(C3CC3)c2C)c1 | -23 | 3
CCN(CC)C(=O)CSc1nc(Cc2ccccc2)nc2ccccc12 | -2 | -3
Oc1ccccc1OCCOc1ccccc1OCCOc1ccccc1O | 10 | -16
COc1ccc2nc3oc(C(=O)NC4CCN(Cc5ccccc5)CC4)cc3cc2c1 | -13 | 101
CCOC(=O)CN(C(=O)COc1nc(-c2ccccc2)cc(C)c1C#N)c1cccc(OC)c1 | -6 | -10
CCOC(=O)CC(=O)NC(CC(=O)OC)c1ccc(Br)cc1 (configuration not stated) | -3 | -3
CC(=O)c1cccc(NC(=O)COC(=O)CC2CC3CCC2C3)c1 (configuration not stated) | -21 | 2
COc1ccc(/C=C2\N=C(C)N(c3ccc4ccccc4c3)C2=O)cc1OC | 1 | 12
OCc1nc2ccccc2n1Cc1c(F)cccc1Cl | 10 | -10
CCOc1ccc(NC(=O)c2cccc(NC3=NC4CS(=O)(=O)CC4S3)c2)cc1 (configuration not stated) | -9 | -6
CCOc1ccc(CCNC(=O)COC(=O)Cc2ccc(F)cc2)cc1OCC | 4 | 6
Cc1csc(=O)n1CC(=O)OCC(=O)N(CC(C)C)c1c(N)n(Cc2ccccc2)c(=O)[nH]c1=O | -3 | 4
COc1cc(CN2CCN(c3cccc(C)c3C)CC2)cc(OC)c1O | -42 | 15
O=c1c2ccccc2oc2ccc(Oc3ccccc3)cc12 | -23 | -12
CN(C1(C)CCS(=O)(=O)C1)S(=O)(=O)c1ccc(F)cc1 (configuration not stated) | 16 | -3
COc1ccc(C(=O)Nc2nc(CC(=O)NCc3c(F)cccc3F)cs2)cc1 | 11 | -14
O=C(c1ccc([N+](=O)[O-])cc1)N1CCN(C(=O)c2ccco2)CC1 | -4 | 10
CCN(c1ccccc1)S(=O)(=O)c1ccc(Cl)c(C(=O)O)c1 | -6 | -3

The last two records of the part before come first, to join the parts.
Structure | H9c2 TAG inh | H9c2 TAG inh DAPI viability
O=C(c1ccc([N+](=O)[O-])cc1)N1CCN(C(=O)c2ccco2)CC1 | -4 | 10
CCN(c1ccccc1)S(=O)(=O)c1ccc(Cl)c(C(=O)O)c1 | -6 | -3
COc1ccc(CCNC(=O)c2cc(S(=O)(=O)N3CCCC3)cn2C)cc1OC | 7 | 11
C1=CCC(CN2CCN(C3CCCCCC3)CC2)CC1 (configuration not stated) | 8 | 6
CCOc1ccc(-n2c(C)c(C(=O)OC)c3cc(O)ccc32)cc1 | -20 | -1
COc1cc2c3c(c1)C1(C(=O)N3C(C)(C)C=C2C)C(C#N)=C(N)Oc2cc(O)ccc21 (configuration not stated) | -2 | -1
CCc1ccccc1-n1c(SCC(=O)N2CCCC2)nnc1-c1ccccn1 | -23 | 4
Cc1cc(C)n(/N=C/c2cc(Cl)cc(Cl)c2O)c(=O)c1 | -10 | 4
COc1ccc(N(CC(=O)N2CCN(Cc3ccc4c(c3)OCO4)CC2)S(=O)(=O)c2ccc(F)cc2)cc1 | -8 | 0
CCCCCNC(=O)c1cccc(S(=O)(=O)N2CC3(C)CC2CC(C)(C)C3)c1 (configuration not stated) | 2 | -2
CN(Cc1nc2ccccc2c(=O)[nH]1)C(=O)c1cc2c(s1)CCCCC2 | -6 | -2
CCc1nnc(NC(=O)CSc2nnc(Cc3ccccc3)n2-c2ccc(OC)cc2)s1 | 15 | 2

In a second layout: four of the compounds above.
> Cc1cc(C)n(/N=C/c2cc(Cl)cc(Cl)c2O)c(=O)c1
  H9c2 TAG inh: -10; H9c2 TAG inh DAPI viability: 4
> COc1cc2c3c(c1)C1(C(=O)N3C(C)(C)C=C2C)C(C#N)=C(N)Oc2cc(O)ccc21 (configuration not stated)
  H9c2 TAG inh: -2; H9c2 TAG inh DAPI viability: -1
> CCc1nnc(NC(=O)CSc2nnc(Cc3ccccc3)n2-c2ccc(OC)cc2)s1
  H9c2 TAG inh: 15; H9c2 TAG inh DAPI viability: 2
> CCc1ccccc1-n1c(SCC(=O)N2CCCC2)nnc1-c1ccccn1
  H9c2 TAG inh: -23; H9c2 TAG inh DAPI viability: 4

Next section:
Structure | H9c2 TAG inh | H9c2 TAG inh DAPI viability
COc1cccc(OC)c1OCCNCC1COc2ccccc2O1 (configuration not stated) | -9 | 9
CCNC(=O)NC1c2ccccc2CSc2ccccc21 (configuration not stated) | -12 | 2
O=C(CCCn1c(=S)[nH]c2ccccc2c1=O)N1CCOCC1 | -2 | 14
CSCc1c(C(=O)N2CCCc3ccccc32)oc2ccccc12 | -11 | 2
CC1(C(=O)Nc2ccc3c(c2)OCO3)CCN1Cc1ccccc1OC(F)F (configuration not stated) | -11 | -11
O=C(Cc1ccccc1)NNC(=O)c1cccs1 | 10 | -4
COc1cc(-c2cc(C(=O)Nc3ccncc3)c3ccccc3n2)cc(OC)c1OC | 25 | -11
Cc1ccc(CNC(=O)COC(=O)c2cc(=O)[nH]c3ccccc23)cc1 | -12 | 7
CC(=O)Nc1cc(-c2cccc(F)c2)cn2c(-c3ccc(F)c(Cl)c3)cnc12 | 1 | -3
O=c1[nH]c2ccccc2c(=O)n1Cc1ccco1 | 3 | -8
O=C(COc1ccccc1Cl)NCC(c1cccs1)N1CCOCC1 (configuration not stated) | -7 | -9
Cc1nc2cc(-c3cccc(F)c3)nn2c(C)c1CCC(=O)NC(C)c1ccc2c(c1)OCCO2 (configuration not stated) | 31 | 2
CC(C)CNc1cc(=O)n(C)c(=O)n1C | 5 | 3
COc1cc(C(=O)Nc2cccc(-c3nc4ccccc4o3)c2C)cc(OC)c1OC | 28 | 3
Nc1cc(=O)[nH]c(SCC(=O)N2N=C(c3ccc(Cl)cc3)CC2c2ccco2)n1 (configuration not stated) | -5 | 7
COC(=O)c1nc2nc(C)cc(=O)n2[nH]1 | -4 | 2
COc1ccc(-c2ccc3c(c2)C2CC3CCN2C(=O)OCc2ccccc2)cc1 (configuration not stated) | 19 | -13
CC1CN2C(c3ccc([N+](=O)[O-])cc3)=CSC2=N1 (configuration not stated) | -11 | 11
O=[N+]([O-])c1cccc(/C=N/n2cnnc2)c1 | 4 | -4
O=C(Cn1ncc(Cl)c(Cl)c1=O)c1ccc2c(c1)OCCO2 | 4 | 4
CC(=O)Nc1ccc(S(=O)(=O)N(C)c2ccc(OCCOc3cccc(C)c3)cc2)cc1 | -4 | 1
CC(C)OC(=O)c1ccc(NC(=O)Cn2c(-c3nonc3N)nc3ccccc32)cc1 | 25 | -8
COCC(C)n1c(C)cc(C(=O)CN2c3cccc4cccc(c34)S2(=O)=O)c1C (configuration not stated) | -8 | 6
O=C(c1cnn(-c2ccccc2)c1)c1ccc2ccccc2c1O | -31 | 2
Cc1ccccc1C(=O)NC1CCN(CC(=O)NCc2cccs2)CC1 | 8 | -9
O=C(O)CSc1nnc(Cn2nnc3ccccc32)n1CCc1ccccc1 | 9 | 6
CC12CCC(C1)C(C)(C)C2OC(=O)c1ccccc1C(=O)O (configuration not stated) | 4 | 1
COCCNC(=O)c1onc(CCl)c1C(=O)OC | 5 | -3
COC(=O)c1cc(NC(=O)c2cc(C(C)(C)C)nn2Cc2cccc(C)c2)ccc1N1CCOCC1 | 28 | 3
CC1CCC(C(C)C)C(OC(=O)C[n+]2cc(-c3ccc(Cl)cc3)n3c2CCCCC3)C1 (configuration not stated) | 23 | 7
CC(Oc1cc(F)ccc1[N+](=O)[O-])C(=O)Nc1ccc(S(=O)(=O)N2CCCC2)cc1 (configuration not stated) | -6 | -7
OCC[C@@H]1C[C@H](O)[C@@H](O)[C@@]2(OCc3cc(C(F)(F)F)ccc32)O1 | 10 | -4
CN(C)c1ccc(/C=N/O)cc1 | 0 | -7

Bioassay records from PubChem BioAssay.
